RMI FANCM FP = inhibitors of human RMI core complex binding to FANCM MM2 | Fluorescence polarization, RMI core complex with F-MM2 peptide; hits give low values | FP signal (polarization) at 33 µM | 70,000 tested, 0.58% active; in the data active = FP signal below about 40; note: inactives centre near 61; strong numbers were not always called active; unit not given here
Numbers without * were called inactive; & = joins results of further samples. A portion of the library; the hit share may differ from the screen's.

RMI FANCM FP	molecule
58	C=CC[C@@H]1C=C(C)C[C@H](C)C[C@H](OC)[C@H]2O[C@@](O)(C(=O)C(=O)N3CCCC[C@H]3C(=O)O[C@H](/C(C)=C/[C@@H]3CC[C@@H](O)[C@H](OC)C3)[C@H](C)[C@@H](O)CC1=O)[C@H](C)C[C@@H]2OC
65	O=C1NC(c2ccccc2)CO1 (stereo unspecified)
67	CCOc1ccc(-c2cc(=O)n(CC(=O)N3CCN(c4ccccc4OC)CC3)cn2)cc1
62	Cc1ccc(C=Nc2sc(C)c(C)c2C#N)s1
62	Cc1ccc2nc(-c3ccccc3)cc(-c3nn4c(-c5ccccc5)nnc4s3)c2c1
66	Cc1cc(S(=O)(=O)n2ccnc2C)ccc1F
61	COC(=O)c1sc(-c2ccccc2)cc1NC(=O)C1CCCCC1
55	CNC(=O)c1c(NC(=O)c2ccc([N+](=O)[O-])s2)sc2c1CCCCC2

The closing 7 entries of the part above open the next one.
RMI FANCM FP	molecule
65	O=C1NC(c2ccccc2)CO1 (stereo unspecified)
67	CCOc1ccc(-c2cc(=O)n(CC(=O)N3CCN(c4ccccc4OC)CC3)cn2)cc1
62	Cc1ccc(C=Nc2sc(C)c(C)c2C#N)s1
62	Cc1ccc2nc(-c3ccccc3)cc(-c3nn4c(-c5ccccc5)nnc4s3)c2c1
66	Cc1cc(S(=O)(=O)n2ccnc2C)ccc1F
61	COC(=O)c1sc(-c2ccccc2)cc1NC(=O)C1CCCCC1
55	CNC(=O)c1c(NC(=O)c2ccc([N+](=O)[O-])s2)sc2c1CCCCC2
78	O=C(/C=C/c1ccccc1)N(CCN1CCOCC1)c1nc2ccc(F)cc2s1
54	CC(C)CN(CC(C)C)S(=O)(=O)CCNC(=O)c1ccccc1
59	O=c1c2ccccc2c2ccccc2c(=O)n1-c1cc([N+](=O)[O-])ccc1F
59	O=C(CN1C(=O)c2ccccc2C1=O)Nc1nc2c(s1)Cc1ccccc1-2
57	O=C(CCS(=O)(=O)c1ccc(F)cc1)Nc1nnc(-c2cccnc2)o1
62	Cc1nc(SCc2ccccc2)[nH]c(=O)c1CC(=O)Nc1ccc(C(C)C)cc1
70	Cc1ccc(C)c(NC(=O)CCS(=O)(=O)c2ccccc2)c1
65	Cc1cc(NC(=O)C2CCCN(S(=O)(=O)c3ccc(Cl)cc3)C2)n(C(C)C)n1 (stereo unspecified)

(listing goes on)
RMI FANCM FP	molecule
56	CCOC(=O)c1ccccc1NC(=O)CSc1ncc(-c2ccccc2)[nH]1
56	CC(=O)C(C)(C)OC(=O)NCc1cccs1
55	Cc1noc(-c2ccc(C(F)(F)F)cc2)c1C(=O)NNC(=O)Nc1ccc(Cl)cc1
54	Cc1[nH]c2ccccc2c1C(=O)C(=O)Nc1c(C(N)=O)oc2ccccc12
67	Cc1cc2c(c(=O)n1CCCn1ccnc1)C(c1ccco1)C(C#N)=C(N)O2 (stereo unspecified)
76	CCc1ccc(S(=O)(=O)Nc2ccc3c(c2)N(C(=O)c2cccs2)CC3)s1
35	CCc1nnc(NC(=O)CSc2nnc3ccc(-c4cccc(OC)c4)nn23)s1
54	O=C(CSc1ccc(-c2ccc(-n3cccn3)cc2)nn1)NCc1ccco1

Carrying on:
RMI FANCM FP	molecule
53	O/N=C(/c1ccccc1)c1ccc(Cl)cc1
54	CC(C)(C)n1ncc(C#N)c1N
45	CC(NCC(O)Cn1cc(/C=N\O)c2ccccc21)C(=O)O (stereo unspecified)
63	O=C(N/N=C\c1cn(-c2ccccc2)nc1-c1ccc([N+](=O)[O-])cc1)c1cccs1
62	CC(C)(C)C(=O)NC(=S)N1CCNC(=O)C1CC(=O)OC1CCCCC1 (stereo unspecified)
62	CC1(C)O[C@H]2O[C@H](C(CC#N)OS(C)(=O)=O)[C@H](OCc3ccccc3)[C@H]2O1 (stereo partly specified)
58	Oc1ccc(N=Nc2ccccc2)cc1CN1CCOCC1
69	CCOc1ccccc1NC(=O)CCCN1C(=O)/C(=C\c2ccco2)SC1=S

Next results follow:
RMI FANCM FP	molecule
56	Cc1ccccc1-n1ncc2c(N3CCCCCC3)ncnc21
65	Nc1nnc(-c2ccncc2)o1
86	COc1ccc(NC(=O)Cn2nc3ccc(SCc4ccc(Cl)cc4)nn3c2=O)cc1Cl
66	CCN(CC)CCNC(=O)C(=O)Nc1cccc(OC)c1
63	O=S(=O)(CCCOc1ccc(F)cc1)NCCCc1ccccc1
64	CCc1c(C)nc(SCC(=O)NC(C)C)[nH]c1=O
53	CC(C)(C)n1ncc2c(=O)n(NC(=O)CC3CCCCC3)cnc21
62	O=C(O)c1cc(NS(=O)(=O)c2ccccc2C(F)(F)F)cc(C(=O)O)c1

The results go on:
RMI FANCM FP	molecule
56	O=C(Sc1cccc(C(F)(F)F)c1)c1csc(-c2ccc(OCc3ccc4nonc4c3)cc2)n1
57	CC(C)(CC(=O)O)CC(=O)N1CCN(c2nc(-c3ccccc3)ns2)CC1
71	O=C(Nc1ccccc1-c1nc2ccccc2s1)c1cc2ccccc2oc1=O
58	CCn1c(C)cc(O)c(C(c2cccs2)N2CCC(C)CC2)c1=O (stereo unspecified)
73	CN(C)c1ccc(CCCNC(=O)c2cccs2)cc1
58&65	NCCCCN=C(N)N
75	Cc1c(Cl)cccc1NC(=O)C(=O)NCCCCN1CCOC(c2ccccc2)C1 (stereo unspecified)
61	CCCn1c(=O)c2sccc2n2c(CCCC(=O)Nc3ccc(Br)c(C)c3)nnc12

Continued.
RMI FANCM FP	molecule
67	Cn1cc(S(=O)(=O)NCc2ccc(F)cc2)c(=O)n(C)c1=O
56	O=C(NCCn1nc(-c2ccco2)ccc1=O)c1c(F)cccc1Cl
66	COc1ccc(OCC(=O)Nc2ccc3c(c2)N(C)C(=O)C(C)(C)CO3)cc1
59	Cc1cc(NC(=O)CCCN2C(=O)c3cccc4cccc(c34)C2=O)n(-c2ccccc2)n1
53	O=C(COc1ccc2ccccc2c1)NCC(c1cccs1)N1CCc2ccccc2C1 (stereo unspecified)
62	Cn1nc(-c2ccc(Cl)cc2)cc1NC(=O)CC(C)(C)CC(=O)O
69	COC(=O)Cn1c(=O)c2c(OC)c(C)cnc2n(C)c1=O
54	O=C(Nc1nnc(C2CC2)s1)C1CC1

(next part)
RMI FANCM FP	molecule
69	O=C(Cc1csc(Nc2ccccc2)n1)NCc1cccnc1
59	CC(C(=O)O)N1C(=O)CSC1=O (stereo unspecified)
34*	CC1=C(CCC(=O)O)c2cc3nc(cc4[nH]c(cc5[nH]c(cc1n2)c(C)c5C(C)O)c(C)c4C(C)O)C(C)=C3CCC(=O)O (stereo unspecified)
62	OC[C@H]1O[C@@H](n2cnc3cncnc32)[C@H](O)[C@@H]1O
57	CN(C)/C=C1\C(=O)c2ccccc2N(C)S1(=O)=O
57	O=C(O)CCN1CCOCC1
56	O=S(=O)(c1ccc(F)cc1F)n1nccc1-c1csc(-c2ccccc2)n1
38	CSc1ccc(/C=N\n2c(=O)oc3ccccc3c2=O)cc1

(next part)
RMI FANCM FP	molecule
65	CC1CCC(C(C)C)C(OP(=O)(OC2CC(C)CCC2C(C)C)C(O)C(C)C)C1 (stereo unspecified)
58	C=CCNS(=O)(=O)c1ccc2nc(NC(C)=O)sc2c1
55	CC(=O)Oc1ccc(C2(c3ccc(OC(C)=O)cc3)OC(=O)c3ccccc32)cc1
92	O=C(NCCCCN1CCOC(c2ccccc2)C1)C(=O)Nc1ccc(C(F)(F)F)cc1 (stereo unspecified)
57	C/C(=C\C(=O)OCCCCCCCCC(=O)O)C[C@@H]1OC[C@H](C[C@@H]2O[C@H]2[C@@H](C)[C@H](C)O)[C@@H](O)[C@H]1O
57	CC(=O)NNC(=O)Cc1sc2ccc(Cl)cc2c1C
52&52	O=C1CC(Nc2ccccc2)C=C1Nc1ccccc1 (stereo unspecified)
59	COc1cccc(NC(=S)N=S(C)(=O)c2ccccc2)c1 (stereo unspecified)

(listing goes on)
RMI FANCM FP	molecule
65	Cc1ccccc1C(=O)NCCN1CCn2cc(OCc3ccc(F)cc3)c(=O)cc2C1=O
51	N#Cc1cnc(Sc2nnc(-c3cccs3)n2-c2ccc(Cl)cc2)nc1N
71	CCSc1nc(N)c(NC(=O)c2ccc(Br)o2)c(=O)[nH]1
59	CC1(C)Cc2cccc(OCCCS(=O)(=O)N3CCN(c4ncccn4)CC3)c2O1
47	COc1ccc(S(=O)(=O)Nc2cccc(-c3ncon3)c2)cc1OC
65	O=C(Cc1ccccc1Cl)NCCCS(=O)(=O)N1CCN(c2ccccc2)CC1
63	O=C(Nc1ccc(Cl)cc1)c1ccc(-c2cccs2)s1
66	O=C(Nc1nccs1)c1ccc(-c2ccccc2C(F)(F)F)o1

Additional results.
RMI FANCM FP	molecule
67	COc1ccc(C(=O)NCCNC(=O)c2ccc(NC(C)=O)cc2)c(OC)c1
81	Cc1ccc(-n2cc(C(=O)N3CCN(c4ccccc4F)CC3)nn2)cc1
62	O=C(c1csc(Nc2ccc(OC(F)F)cc2)n1)N1CCN(c2ncccn2)CC1
63	CCOCN(C(=O)CSc1nc2ccccc2s1)c1c(C)cccc1CC
66	Cc1cc(NC(=O)c2cc(C)on2)n(-c2nc3ccccc3s2)n1
60	O=C(NCCCS(=O)(=O)N1CCN(c2ncccn2)CC1)c1ccncc1
66	Cc1cc(NC(=O)/C=C/c2cccs2)on1
59	O=C(O)CCCC(=O)N1CCN(C2c3ccccc3-c3ccccc32)CC1

Continuation.
RMI FANCM FP	molecule
225	CN1C(=O)/C(=C\c2cc(I)c(O)c(I)c2)SC1=S
152	Cc1nc(-c2cccnc2)sc1-c1ccc(SCC(=O)Nc2ccc(Br)cc2)nn1
193	CN(C)CCCN(C(=O)/C=C\c1ccc([N+](=O)[O-])cc1)c1nc2c(F)cccc2s1
76	COc1ccc2nc(-c3ccc(F)c(NC(=O)c4ccco4)c3)cn2n1
79	Cc1ccc(-n2c(C)nc3ccc(NC(=O)COc4ccccc4Cl)cc3c2=O)cc1
53	CCOc1cc(C(=O)Nc2ccc(N3CCCC3=O)c(OC)c2)cc(OCC)c1OCC
55&58	CCOc1ccc(N2CC(C(=O)NCc3nnnn3-c3ccc(C)cc3)CC2=O)cc1 (stereo unspecified)
55	Cc1c(Cl)cccc1NC(=O)CSc1nnc(CCn2ccc(=O)[nH]c2=O)o1

Other compounds follow.
RMI FANCM FP	molecule
58	O=C(NCCC1=CCCCC1)C(=O)Nc1cccc(N2CCCC2=O)c1
57	COC(OC)c1nc(SCc2c(Cl)cccc2Cl)ncc1C(=O)O
51&62	OC(CN1CCN(Cc2c(F)cccc2Cl)CC1)Cn1ccc2ccccc21 (stereo unspecified)
74	Cc1cc(C(=O)Nc2nnc(-c3ccco3)o2)on1
68	Cc1nnc2ccc(OCCNS(=O)(=O)c3cccs3)nn12
52	CN(C)C(CNC(=O)Nc1cccc(Cl)c1)c1cccs1 (stereo unspecified)
76	Cc1ccc(-c2csc(NC(=O)COc3ccccc3)n2)cc1C
63	O=C(CC1CSc2nc3c(cnn3-c3cccc(Cl)c3)c(=O)n21)Nc1ccncc1 (stereo unspecified)

(more compounds)
RMI FANCM FP	molecule
66	CC(=O)N1CCc2ccc(NC(=O)COc3ccc(F)cc3)cc2C1
54	Cc1cc(OC(=O)c2ccno2)cc(C)c1Cl
62	C=CCSc1nnc(-c2c[nH]c3ccccc23)n1-c1ccc(F)cc1
60	CCOc1ccc(C(=O)Nc2sc(C)c(C)c2C(=O)NC(=O)OC)cc1
54	CC(C)(C)c1ccc(Oc2ccc(NC(=O)Nc3cccs3)cn2)cc1
64	COc1ccc(N2CCN(c3ncnc4c3cnn4CCNC(=O)c3cccs3)CC2)cc1
58	CNC(=O)Sc1ccccc1Cl
54	Cc1nc(-c2noc(C)n2)no1

(cont.)
RMI FANCM FP	molecule
62	CCOC(=O)c1sc(NC(=O)c2cccc(Br)c2)nc1C
68	COc1cc(Cn2nc(C3CC3)c3cnn(-c4ccccc4)c3c2=O)cc(OC)c1
63	O=S(=O)(c1cccc(Cl)c1)N1CCN(c2ccc3nnc(C4CC4)n3n2)CC1
62	COC(=O)c1ccsc1NC(=O)c1ccc(S(=O)(=O)N(C)C2CCCCC2)cc1
50	CCOC(=O)C1CCN(C(c2cccc(C)c2)c2sc3nc(CC)nn3c2O)CC1 (stereo unspecified)
65	CCOC(=O)N1CCc2c(sc(NC(=O)CCS(=O)(=O)c3ccc(F)cc3)c2C(N)=O)C1
65	N#Cc1cn(C2CCN(Cc3ccccc3)CC2)c(=O)[nH]c1=O
97	O=C(/C=C\c1ccc2c(c1)OCO2)N1CCN(c2nc3c(Cl)cccc3s2)CC1

Carrying on.
RMI FANCM FP	molecule
58	Cn1ccc(NC(=O)NC(=O)c2c(F)cccc2F)n1
74	CC(=O)Nc1ccc2c(c1)CN(C(=O)c1cccs1)CC2
55	O=C(NCCc1csc2nc(-c3cccc(F)c3)nn12)C1CCCCC1
97	COc1ccc(C)cc1NC(=O)Cn1nc2ccc(SCc3ccc(Cl)cc3)nn2c1=O
64	Cc1ccccc1OCc1ccc(-c2nc(C#N)c(NCc3ccc4c(c3)OCO4)o2)o1
62	CCc1ccc(S(=O)(=O)NCCCn2ncccc2=O)s1
65	Cc1ccccc1-c1nsc(SCC(=O)NCc2ccccc2Cl)n1
51	O=C(/C=C/c1cccs1)NC(=S)Nc1ccc(S(=O)(=O)Nc2cc(F)ccc2F)cc1

More entries.
RMI FANCM FP	molecule
83	CC(C)CCOc1ccc(CN)cc1
54	CCOC(=O)c1c(C)nn(-c2ccc(NC(=O)NS(=O)(=O)c3ccc(C)cc3)cc2)c1C
69	O=c1ccc(-c2ccncc2)nn1CCNS(=O)(=O)c1ccc(-c2ccccc2)cc1
74	CC1(C)CC(=O)c2sc(Nc3nc4c(F)cccc4s3)nc2C1
119	C/C=C\C(=O)Nc1cc(C)nn1-c1nc(-c2ccc(OCC)cc2)cs1
62	C=C(C)C1CC=C(C)/C(=N/NC(=O)c2ccncc2)C1 (stereo unspecified)
58&57	N#Cc1cnc(Sc2nnc(-c3ccncc3)n2-c2ccccc2)nc1N
56	O=C(Cc1ccc([N+](=O)[O-])cc1)Nc1nccs1

Some of these compounds in order of length of the SMILES, high to low:
RMI FANCM FP	molecule
69	O=c1ccc(-c2ccncc2)nn1CCNS(=O)(=O)c1ccc(-c2ccccc2)cc1
62	C=C(C)C1CC=C(C)/C(=N/NC(=O)c2ccncc2)C1 (stereo unspecified)
83	CC(C)CCOc1ccc(CN)cc1

Screens deposited in PubChem BioAssay by Small Molecule Screening Facility, UW Madison.
